High-throughput results deposited in PubChem by several laboratories.
TNAP activation fold = stimulation of alkaline phosphatase TNAP activity – biochemical, luminescent, no phosphate acceptor, uHTS, primary screen (AID 1001); actives 0.03% (n = 200,000); one-dose activation fold at 20 µM; EC50 in µM for titrated hits; purified TNAP, luminescent activation assay, no phosphate acceptor; higher activation fold means a stronger effect; in the data active = activation fold from about 3, or a potency from the dose series; inactive = the rest, 99 in 100 with activation fold below about 1.6; also: many of its hits are not listed in these tables
human PMI inhibitors = human PMI inhibitors, high substrate, primary screen, biochemical, fluorescence intensity, high mannose 6-phosphate (AID 1220); recombinant PMI enzyme, coupled fluorescence intensity; higher % means a stronger effect; inhibition, % at 20 µM; hits with a dose series show IC50 in µM; actives 0.66% (n = 190,000)
ER stress rescue = protection against thapsigargin-triggered cell killing – 384-well, CSM14.1, ATP luminescence, primary screen (AID 1222); CSM14.1 thapsigargin-induced death rescue, ATP luminescence; higher % means a stronger effect; one-dose cellular ATP content (survival), % at 20 µM; EC50 in µM for titrated hits; 190,000 tested, under 10 active;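 active = EC50 below 50 µM in the dose-response confirmation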;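 also: death triggered by thapsigargin at about 15 µM added after 2 h compound pretreatment; cell ATP read after overnight thapsigargin exposure of roughly 18 to 22 hours; normalized against plate controls of thapsigargin alone and 5% DMSO vehicle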
LYP inhibition = inhibitors of LYP phosphatase, biochemical, fluorescence intensity, uHTS (AID 1779); actives 0.054% (n = 290,000); recombinant LYP phosphatase, fluorescence intensity; higher % means a stronger effect; inhibition, % at 11.5 µM; hits with a dose series show IC50 in µM;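 also: plate controls were vehicle with enzyme for no effect and no enzyme for full effect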
P. falciparum M17LAP = P. falciparum M17LAP inhibitors, primary screen, biochemical, fluorogenic H-Leu-NHMec substrate, 1536-well (AID 1619); inhibition, % at 30 µM; hits with a dose series show IC50 in µM; recombinant M17LAP, H-Leu-NHMec fluorogenic kinetic assay; higher % means a stronger effect; actives 0.38% (n = 220,000);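 active = compound inhibiting the enzyme by more than half at any dose during confirmatory dose-response retesting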;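 also: plate controls were full reaction with DMSO carrier for no effect and no enzyme background for full effect; strong numbers were not always called active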
XIAP antagonists = small molecules displacing peptide from XIAP – biochemical, IAP family, fluorescence polarization (AID 1018). one-dose displacement, % at 20 µM; IC50 in µM for titrated hits. actives 0.007% (n = 200,000). XIAP BIR domain, fluorescence polarization peptide displacement; higher % means a stronger effect; in the data active = displacement above about 50%; also: a part of the inactive calls stands beside numbers as strong as those of hits
M1AAP inhibition = malaria alanyl aminopeptidase activity blockers – biochemical, fluorogenic H-Leu-NHMec substrate, 1536-well (AID 1445); recombinant M1AAP, H-Leu-NHMec fluorogenic kinetic assay; higher % means a stronger effect; inhibition, % at 30 µM, or IC50 in µM where a hit was titrated; actives 0.42% (n = 220,000);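 active = primary inhibition above the hit cutoff, then over 50% inhibition at one or more dose response concentrations, cut at about 23% in these data, passing the limit was not always enough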;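 also: plate controls were DMSO full reaction for no effect and no enzyme background for full effect; strong numbers were not always called active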
Myeloid diff MLP = myeloid differentiation induction; actives 1% (n = 360,000); AID 624256; calls only at 10 µM; ER-HoxA9 myeloid progenitors, lysozyme-GFP differentiation, flow cytometry;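 active = normalized GFP-positive differentiation at or above the plate's own cutoff, the solvent-only control mean plus 3 SD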;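 also: cells exposed to compound for four days before flow analysis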
human PMI inhibition = MPI enzyme activity inhibition – biochemical, fluorescence intensity, coupled assay, primary screen (AID 1209); inhibition, % at 20 µM; hits with a dose series show IC50 in µM; actives 0.42% (n = 190,000); purified PMI enzyme, coupled fluorescence intensity; higher % means a stronger effect;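 also: plate controls were DMSO vehicle for no effect and wells lacking substrate for full effect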
Myeloid diff MLP GFP+ MAC1+ % = second read-out of Myeloid diff MLP, no call of its own (marks repeat the call); GFP+ MAC1+ double positive, %; measured here: differentiation confirmed by MAC1 staining
* hit, by the source's call; i = inactive; / = no result given. Rule as the data show it, unless noted: active = inhibition above about 50%; inactive = the rest.

SMILES	TNAP activation fold	human PMI inhibitors	ER stress rescue	LYP inhibition	P. falciparum M17LAP	XIAP antagonists	M1AAP inhibition	Myeloid diff MLP	Myeloid diff MLP GFP+ MAC1+ %	human PMI inhibition
CCOC(=O)c1ccc(Oc2c(C)oc3cc(OS(C)(=O)=O)ccc3c2=O)cc1	1.1	4%	-3.1%	-2%	0%	-0.1%	0%	i	0.1	12%
O=C1CC(Sc2ncn[nH]2)C(=O)N1c1ccccc1 (stereo not drawn)	1.4	19%	-5.2%	1%	2%	-1.6%	14%	i	1.1	43%
COc1cc(/C=N/NC(=O)c2cccnc2)ccc1OCC(=O)Nc1c(C)cc(C)cc1C	1	-3%	-2.8%	-5%	15%	-21%	5%	i	0.6	-4%
Fc1ccccc1-c1n[nH]c(=S)n1CC1CCCO1 (stereo not drawn)	0.6	/	0.4%	-5%	4%	-3.8%	-3%	i	0.1	/
Cc1cccc(NC(=O)CN2C(=O)N/C(=C/c3cc(C)n(C(C)C)c3C)C2=O)c1	1.1	4%	-0.5%	0%	8%	-5.6%	4%	i	1.0	10%
O=C(Nc1ccccc1C(=O)N1CCOCC1)c1noc2c1CCCC2	1.1	6%	-2.4%	-6%	9%	-0.3%	11%	i	6.8	7%
COc1ccc(N(CC(O)CN2CCCCC2)S(=O)(=O)c2ccc(C)cc2)cc1 (stereo not drawn)	1.1	15%	5.0%	-4%	6%	-3.7%	5%	i	0.8	15%
Cc1ccc2nc(SCC(=O)Nc3nnc(SCC(N)=O)s3)[nH]c2c1	1.2	-5%	-1.1%	-5%	-4%	-1.6%	-1%	i	2.0	0%
CCCn1nc(NS(=O)(=O)c2ccccc2)c2cc3cc(C)ccc3nc21	1	-8%	-3.0%	-3%	1%	-1.3%	8%	i	0.1	-8%
CCOC(=O)c1c(C)[nH]c(C(=O)CSc2nc3ccccc3o2)c1C	1.1	-3%	-2.8%	-8%	-3%	-8.2%	-8%	i	1.0	2%
O=C(c1ccncc1)c1ccc(N2CCN(C3CC(=O)N(Cc4ccccc4)C3=O)CC2)cc1 (stereo not drawn)	1.1	13%	-1.9%	1%	6%	-2.8%	7%	i	0.6	15%
CN(C)c1ccc(NC(=S)N(CCc2ccccc2)C2CC(=O)N(c3c(Cl)cccc3Cl)C2=O)cc1 (stereo not drawn)	1	-5%	3.4%	9%	5%	-3.0%	-3%	i	1.2	4%
CCCCn1c(SCC(=O)NC2CCS(=O)(=O)C2)nc2cc(S(N)(=O)=O)ccc21 (stereo not drawn)	1.1	-1%	-0.8%	-3%	4%	-4.4%	12%	i	0.2	-6%
Cn1nc(C(F)(F)F)c(/C=N/OC(=O)c2ccccc2)c1SCc1ccccc1Cl	1	0%	-0.8%	5%	-2%	-4.3%	3%	i	1.4	5%
CCOC(=O)c1c(C)[nH]c(C=O)c1Cc1cccc(Cl)c1	1	2%	-1.6%	1%	9%	-3.1%	4%	i	0.1	16%
Cc1ccc(C)c(N2CN(Cc3cccnc3)CNC2=S)c1	1.1	2%	0.9%	-2%	-2%	-1.3%	7%	i	1.4	4%
Cc1ccccc1Cn1c2ccccc2c2cn[nH]c(=O)c21	1.1	6%	-0.2%	4%	-7%	2.2%	-3%	i	0.4	4%
Cc1nccn1CCCN1C(=O)OC2(CCCCC2)C1(C)O (stereo not drawn)	1	-9%	-2.0%	-3%	-7%	-3.0%	-1%	i	0.7	-6%
O=C(Nc1ccccc1OC(F)F)c1ccc(Br)o1	1	7%	1.2%	-4%	-1%	-1.3%	0%	i	0.8	8%
COc1ccccc1N1CCN(C(=O)c2ccc(Cl)c(S(=O)(=O)N3CCCC3)c2)CC1	1.1	-2%	1.0%	-2%	0%	-9.4%	5%	i	0.7	-4%
CCc1nnc(NC(=O)CSc2nc(-c3ccccc3)nc3ccccc23)s1	1.1	-3%	-3.3%	-5%	-5%	-1.1%	3%	i	0.2	8%
CSc1ncc2c(n1)-c1cc(C)ccc1SC2	1.1	7%	-1.8%	-2%	5%	-2.5%	6%	i	0.4	1%
O=C(COc1ccc(Br)cc1Cl)NC(=S)N1CCc2ccccc21	1	7%	0.2%	-1%	12%	-4.8%	3%	i	0.8	0%
Cc1ccc(NC(=O)C(=O)NN)cc1	/	/	/	-2%	3%	/	4%	i	0.6	/
O=C(CSc1nnnn1Cc1ccccc1)NCC(=O)c1ccccc1	1.2	13%	-3.4%	-4%	8%	-1.6%	0%	i	3.5	13%
COc1cccc(N2CCN(C(=O)CN(c3ccc(C)cc3)S(=O)(=O)c3c(C)n[nH]c3C)CC2)c1	0.9	16%	-0.9%	2%	0%	-3.2%	6%	i	2.4	10%
S=C(Nc1ccc(Cl)cc1Cl)NC1CCCCC1	1	10%	-0.8%	-1%	-3%	-1.3%	-1%	i	0.6	6%
COc1ccc(C(=O)Nc2ccc(NC(=O)c3cccs3)cc2)cc1Cl	1.3	-4%	-2.9%	-7%	6%	1.4%	5%	i	0.3	4%
O=C(N/N=C/c1cc(Br)c(Br)s1)c1ccncc1	1	-1%	1.6%	2%	5%	-6.3%	5%	i	0.4	-13%
O=c1[nH]c2cc3c(cc2cc1CN(CCCO)C(=S)NCc1ccco1)OCO3	1.1	17%	-0.6%	-2%	-20%	-3.0%	13%	i	1.1	11%
COC(=O)CSc1nnc(-c2ccc(OC)cc2OC)o1	1	8%	-2.8%	-1%	-9%	-3.1%	-2%	i	6.2	2%
Cc1ccc(C(=O)N2CCN(C)CC2)cc1S(=O)(=O)N1CCCCC1	1.1	16%	0.1%	-7%	2%	-3.1%	0%	i	11	8%
CCC(=O)Nc1cc(Cl)ccc1N1CCN(C(=O)CC)CC1	1	2%	/	4%	-7%	-3.9%	8%	i	1.6	9%
Cc1cc(C)cc(NC(=O)NC2CCN(CC(=O)Nc3cccc(Cl)c3C)CC2)c1	/	/	/	-6%	-16%	/	-7%	i	0.1	/
O=C(Nc1ccccc1C(=O)O)c1cc(S(=O)(=O)N2CCOCC2)cs1	1.1	-7%	0.7%	0%	17%	-4.9%	14%	i	0.3	-26%
CCN1CCN(C(c2cccs2)C(C)NS(=O)(=O)c2ccc(F)cc2)CC1 (stereo not drawn)	1.1	3%	-2.7%	-3%	-3%	0.4%	-1%	i	2.6	1%
C=C(C)C(C)(C#CCN1CCCC1)OC(C)=O (stereo not drawn)	1.1	6%	-2.5%	-1%	-11%	-3.6%	9%	i	8.5	3%
COc1ccc(N=C(c2ccccc2)c2c(C)[nH]n(-c3ccccc3)c2=O)c(OC)c1	/	/	/	1%	-1%	/	2%	i	0.3	/
CSCC(O)Cn1[nH]c(=O)c2cc(Cl)c(Cl)cc2c1=O (stereo not drawn)	/	/	/	-2%	6%	/	6%	i	1.2	/
O=C(COC(=O)CC1c2ccccc2CCN1S(=O)(=O)c1ccccc1)Nc1ccccc1 (stereo not drawn)	1.2	2%	-0.7%	-4%	3%	0.4%	9%	i	0.9	17%
O=C(c1ccc(F)cc1)N1CCCC(c2nc(-c3cccs3)no2)C1 (stereo not drawn)	1.1	0%	-2.2%	-4%	3%	-14%	2%	i	0.4	-3%
O=C(Nc1ccccc1F)C(=O)c1cn(CC(=O)N2CCCCC2)c2ccccc12	1	0%	0.1%	-2%	-4%	-4.1%	-1%	i	0.1	8%
Cc1nc(NC(=O)c2ccc(F)cc2)nc2cc3c(cc12)OCO3	1.1	-4%	0.1%	4%	1%	-20%	-7%	i	7.5	0%
Cc1ccc(SCC(=O)Nc2cccc(C(=O)NC(C)(C)C)c2)cc1	1.1	-6%	2.0%	-2%	12%	-3.4%	-1%	i	1.2	-2%
Nc1ccccc1C(=O)N/N=C1\C2CN3CCN(C2)CC1(c1ccccc1)C3	1.1	1%	0.6%	-7%	4%	-0.3%	9%	i	1.9	-4%
C=C(C)CNC(=S)N/N=C1\CCCCc2ccccc21	1.2	13%	0.6%	7%	2%	-4.7%	3%	i	0.4	16%
S=C1NC(c2ccccc2)=NCN1c1ccccc1	0.8	-2%	-1.2%	1%	5%	-11%	3%	i	0.5	3%
CC1Cc2ccccc2N1C(=O)c1cccnc1 (stereo not drawn)	1.1	-2%	-0.3%	2%	-7%	-2.2%	3%	i	5.6	3%
CCCS(=O)(=O)n1nc(-c2ccc(OC)cc2)cc1N	1.1	17%	-0.2%	-5%	2%	-3.6%	4%	i	1.7	6%
O=C(N/C=C/n1cnc2cc(C(F)(F)F)ccc21)c1ccccc1F	1.2	-6%	1.3%	-2%	9%	-4.0%	3%	i	0.1	-19%
CCN(CC)S(=O)(=O)c1ccc(N(C)Cc2cccnc2)nc1	1.1	5%	-0.7%	-10%	-3%	-9.7%	4%	i	0.7	12%
CC(=O)Nc1ccc(-c2cc(C(=O)O)c3ccccc3n2)cc1	/	/	/	-8%	-4%	/	9%	i	0.5	/
CCOc1ccc(NC(=O)c2nn(C)cc2Br)cc1	1.1	-3%	-3.1%	-6%	-5%	-7.4%	1%	i	4.6	0%
Cc1cc(=O)[nH]c(SCC2COC3(CCCCC3)O2)n1 (stereo not drawn)	1	-2%	-0.4%	-2%	1%	-5.9%	-12%	i	1.4	-5%
O=C1c2ccccc2C(O)(c2ccccc2)N1c1ccncc1 (stereo not drawn)	/	/	/	-8%	3%	/	4%	i	0.7	/
Cc1cccc(CSCc2ccc(C(=O)NCC3CCCO3)o2)c1 (stereo not drawn)	1.1	8%	-1.4%	-7%	-3%	-0.8%	-9%	i	0.3	12%
CCCCCCCCC(=O)N/N=C/c1cccc(Br)c1	1	11%	-1.2%	-4%	-6%	-0.5%	3%	i	5.1	8%
CC1CCCCN1CC(=O)c1c(N)n(Cc2ccccc2)c(=O)n(C)c1=O (stereo not drawn)	1	-2%	-0.8%	-6%	25%	-7.0%	0%	i	0.4	-1%
CCN(CC)c1nc(C)c(C(C)=O)cc1C#N	1.1	-10%	-2.3%	-3%	3%	-5.9%	6%	i	0.9	-6%
COc1ccc(-c2nc(C#N)c(N3CCCCCC3)o2)cc1	1.1	16%	-2.4%	-23%	-28%	-1.9%	5%	i	4.2	16%

Complete entries from above. Order of screens: TNAP activation fold | human PMI inhibitors | ER stress rescue | LYP inhibition | P. falciparum M17LAP | XIAP antagonists | M1AAP inhibition | Myeloid diff MLP | Myeloid diff MLP GFP+ MAC1+ % | human PMI inhibition
Results for `O=C1c2ccccc2C(O)(c2ccccc2)N1c1ccncc1` (stereo not drawn) : / | / | / | -8% | 3% | / | 4% | i | 0.7 | /
Results for `Cc1ccc(SCC(=O)Nc2cccc(C(=O)NC(C)(C)C)c2)cc1` : 1.1 | -6% | 2.0% | -2% | 12% | -3.4% | -1% | i | 1.2 | -2%
Results for `CCN(CC)c1nc(C)c(C(C)=O)cc1C#N` : 1.1 | -10% | -2.3% | -3% | 3% | -5.9% | 6% | i | 0.9 | -6%
